# Compound activity: PubChem BioAssay, Sanford-Burnham Center for Chemical Genomics
# NLRP3 yeast inh – inhibitors of NALP3 inflammasome in yeast. Yeast reconstituted NLRP3/ASC/caspase-1, beta-gal luminescence, 24 h. inhibition, % at 10 µM. actives 0.39% (n = 330,000);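 active = inhibition of 50% or more; inactive = inhibition below 50%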;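 also: plate controls were induced DMSO wells for no effect and uninduced yeast grown without galactose for full effect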
# TIM10 inh – growth inhibitors of TIM10 yeast strain; S. cerevisiae TIM10 strain growth, BacTiter-Glo luminescence, 24 h; inhibition, % at 10 µM; actives 1.4% (n = 330,000); AID 463195;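 active = inhibition of 40% or more at the single tested concentration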;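 also: wild-type TIM10 isogenic control strain grown at permissive 25 °C; 0% = DMSO yeast wells and 100% = minimal medium wells without yeast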
# MPTP inh – blocks calcium-induced mitochondrial swelling. actives 1.4% (n = 360,000). isolated mouse mitochondria, Ca2+ swelling absorbance, 30 min. inhibition, % at 10 µM;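 active = inhibition of 50% or more, scaled per plate between neutral and stimulator controls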;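 also: 0% = DMSO wells given calcium and 100% = 1 mM EGTA wells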
# MIN6 prolif – inducers of beta-cell replication in MIN6 cells. AID 2380. actives 0.29% (n = 330,000). MIN6 cells proliferation, ATPlite luminescence, 48 h; cells starved in 0.2% serum; 100% = growth in 10% serum. proliferation, % at 10 µM;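 active = compounds whose signal lies at least 3.5 SD above the mean of all wells on their plate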;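 also: 0% = DMSO-treated cells in low-serum medium and 100% = 10% serum control; some compounds called inactive have numbers as strong as hits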
# tim10-1 inh – tim10-1 yeast growth inhibition; AID 463190; S. cerevisiae tim10-1 ts strain growth, BacTiter-Glo, 24 h; actives 2.2% (n = 330,000); inhibition, % at 20 µM;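 active = inhibition of at least 40%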;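 also: mutant grown at 25 °C; 0% = DMSO wells with yeast and 100% = wells holding no yeast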
# NR3A LBD binder – modulates the human NR3A ligand-binding domain | NR3A LBD differential scanning fluorimetry, Tm shift; 0% = protein alone, 100% = glycine-bound protein | Tm shift relative to glycine control, % at 25 µM | actives 2.5% (n = 340,000) | AID 1259313;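 active = melting temperature shift of at least 10% of the positive control shift, at one fixed dose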
# APJ agonist – agonists of human APJ apelin receptor; AID 2520; activation, % at 20 µM; CHO-K1 APJ PathHunter beta-arrestin, luminescence; 0% DMSO wells, 100% apelin; P35414; actives 0.11% (n = 330,000);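 active = activation more than six SD over the plate average, tested at 20 µM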;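 also: 0% = DMSO alone and 100% = apelin-13 at 10 nM; some results filed as inactive read as strong as hits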
# Target sequence (P35414 whole entry, looked up): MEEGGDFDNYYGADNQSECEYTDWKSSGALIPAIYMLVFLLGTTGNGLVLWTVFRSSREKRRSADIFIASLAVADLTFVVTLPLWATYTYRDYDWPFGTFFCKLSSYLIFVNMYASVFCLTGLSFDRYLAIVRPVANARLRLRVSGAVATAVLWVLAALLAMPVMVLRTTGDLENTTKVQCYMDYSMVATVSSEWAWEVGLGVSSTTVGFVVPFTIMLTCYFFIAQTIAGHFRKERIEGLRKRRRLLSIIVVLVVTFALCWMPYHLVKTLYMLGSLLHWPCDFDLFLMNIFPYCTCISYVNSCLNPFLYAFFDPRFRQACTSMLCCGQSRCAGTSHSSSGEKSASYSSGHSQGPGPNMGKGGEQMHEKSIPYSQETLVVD
#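 Test system: CHO-K1 APJ beta-arrestin complementation cell line. Amount: cell density 1000 per well. Controls: DMSO negative, 10 nM Apelin-13 positive. Signal: luminescent beta-gal fragment complementation, chemiluminescent substrate. Read-out basis: agonist-driven arrestin binding to APJ. Timing: compound stimulation 90 min at 25 °C, detection 60 min.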
# APJ antagonist – APJ receptor antagonism; CHO-K1 APJ beta-arrestin complementation, luminescence; actives 0.32% (n = 330,000); inhibition, % at 20 µM;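 active = inhibition above about 40% at 20 µM, limit read from the data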;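 also: cells challenged with 10 nM apelin-13 agonist together with compound; plate controls were apelin-13 plus DMSO wells for no effect and DMSO wells lacking apelin-13 for full effect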
# tim23-1 inh – growth inhibitors of tim23-1 mutant yeast. S. cerevisiae tim23-1 growth, BacTiter-Glo luminescence, 24 h. inhibition, % at 20 µM. actives 1.3% (n = 330,000). AID 463212;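 active = growth inhibition of the mutant yeast at or above 50%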;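 also: temperature-sensitive mutant grown at 25 °C; plate controls were DMSO-treated mutant yeast for no effect and medium wells lacking yeast for full effect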
# * hit, by the source's call.
structure	NLRP3 yeast inh	TIM10 inh	MPTP inh	MIN6 prolif	tim10-1 inh	NR3A LBD binder	APJ agonist	APJ antagonist	tim23-1 inh
O=S(=O)(c1ccc2ncn(O)c2c1)N1CCOCC1	5	-14	-1.7	-4	8	0	-2	-8	2
Cc1nc(NC(=O)c2ccc(Cl)cc2)sc1Cc1ccc2c(c1)OCO2	16	-6	0.0	-6	-25	-2	1	6	2
Nc1cc(=O)[nH]c(SCC(=O)Nc2cccc(Cl)c2Cl)n1	16	-3	-0.3	-3	6	-2	1	6	-3
CN(C(=O)COC(=O)c1cccc(S(=O)(=O)N2CCCCC2)c1)C1CCS(=O)(=O)C1 (stereo not given)	-6	3	0.1	7	0	3	-1	11	-1
CN1CCN(C(=O)CSc2nc3c(c(=O)n(C)c(=O)n3C)n2C)CC1	20	1	0.3	2	-3	-3	0	9	-9
COc1ccc(OC)c(COC(=O)c2cccc(S(=O)(=O)N3CCCCC3)c2)c1	8	11	-0.5	-4	6	0	-3	-2	17
CC(C)CCNC(=O)C1CCC(CNc2c(N3CCCC3)c(=O)c2=O)CC1 (stereo not given)	-1	-7	1.9	2	10	-1	-3	3	9
O=C(COc1ccccc1[N+](=O)[O-])Nc1ccc(N2CCN(C(=O)c3cccs3)CC2)cc1	11	7	43	-4	15	-2	16*	-19	5
Cc1c(NS(=O)(=O)c2cc(C(=O)NCc3cccnc3)cc(Cl)c2Cl)c(=O)n(-c2ccccc2)n1C	4	10	-0.6	-1	-8	2	-3	9	-4
CCC(=O)Nc1ccc(/C(C)=N/NC(=O)c2c(Br)c(C)nn2C)cc1	10	-3	-0.4	-2	-1	-2	-1	0	10
COc1ccc(N2CCN(C(=O)[C@@H]3CCCN3C3=NS(=O)(=O)c4ccccc43)CC2)cc1	12	4	-1.2	-1	10	4	-2	-34	9
Cc1ccc(C(=O)NCC(=O)OCCOc2cccc(Cl)c2)cc1	18	-1	-0.3	1	-5	0	-7	-2	21
COc1ccccc1N1CCN(C(=O)c2ccc(CN3CCc4ccccc4C3)cc2)CC1	-5	14	1.0	-4	11	-1	0	14	13
CCOc1ccc(OCCCC(=O)Nc2nc3ccccc3[nH]2)cc1	-5	9	1.5	-2	4	-2	-3	9	-11
O=C(O)C1CCC(CNCc2ccccc2Cl)CC1 (stereo not given)	21	3	-0.2	-4	2	-13	-1	-15	21
Cc1cc(=O)n(C(C)(C)C)c(=O)n1Cc1ccccc1	-1	0	0.3	-1	14	1	-4	5	29
COc1cc(C(=O)Nc2sc3c(c2C(=O)O)CCC(C)C3)cc(OC)c1OC (stereo not given)	-2	9	3.2	-1	-5	1	-2	1	5
Cc1nn(-c2ccccc2)nc1C(=O)NN	12	21	0.4	-1	13	0	7	6	19
O=C(CN1CCN(c2ccccn2)CC1)Nc1cccc(Cl)c1Cl	36	-20	0.7	1	18	-2	-3	-9	33
CCN=C1SC(CC(=O)Nc2ccc(N3CCOCC3)cc2)C(=O)N1CC (stereo not given)	13	-11	-0.2	-2	13	0	-1	-9	3
CCOC(=O)c1ccc(-n2c(C)nc3ccccc3c2=O)cc1	6	0	-2.5	-2	-8	0	-4	12	-7
O=C(COC(=O)CNC(=O)c1ccccc1Cl)Nc1ncc(C(F)(F)F)cc1Cl	-2	6	0.2	0	8	3	-1	11	-10
C[C@H]1COC(=O)[C@H](CC(=O)OC(C)(C)C)C/C=C\C[C@@H](CC(=O)NCCO)C(=O)N1	17	-4	0.2	1	0	0	-2	12	-4
CC(=O)NC1C(Oc2ccccc2C)OC2COC(c3ccco3)OC2C1O (stereo not given)	13	14	12	0	10	-4	-1	1	-1
O=C(CNCCO)NC12CC3CC(CC(C3)C1)C2	13	-5	0.4	-1	10	-1	-3	19	1
CCOc1ccc(C(=O)NCC(=O)OC2CCOC2=O)cc1OCC (stereo not given)	6	8	-2.9	0	4	-12	5	17	14
COc1ccc(-c2nc3ccccc3o2)cc1NC(=O)c1ccc(Br)o1	11	16	1.4	-3	-4	0	-4	17	-7
C=CCNC(=O)/C(C#N)=C/c1c(N2CCN(c3cccc(Cl)c3)CC2)nc2c(C)cccn2c1=O	-1	19	-0.1	-4	32	-5	-5	-15	18
COc1cc(C2C3=C(CC(C)(C)CC3=O)OC3=C2C(=O)CC(C)(C)C3)cc([N+](=O)[O-])c1O	-28	17	1.2	-2	41*	-2	-4	24	33
O=C(N/N=C/c1ccc(O)cc1)c1ccc(NC(=O)c2ccccc2Br)cc1	-20	-14	-0.5	0	-17	18*	1	-4	-2

# Reprinted from the part before: 2 compounds, then new ones.
structure	NLRP3 yeast inh	TIM10 inh	MPTP inh	MIN6 prolif	tim10-1 inh	NR3A LBD binder	APJ agonist	APJ antagonist	tim23-1 inh
COc1cc(C2C3=C(CC(C)(C)CC3=O)OC3=C2C(=O)CC(C)(C)C3)cc([N+](=O)[O-])c1O	-28	17	1.2	-2	41*	-2	-4	24	33
O=C(N/N=C/c1ccc(O)cc1)c1ccc(NC(=O)c2ccccc2Br)cc1	-20	-14	-0.5	0	-17	18*	1	-4	-2
Cn1cc(CN2CCCC(C(=O)c3nccn3C)C2)c(-c2cccc(Cl)c2)n1 (stereo not given)	12	2	-0.9	0	-5	-1	-4	4	8
CC(C)CCCN1C(Nc2ccccc2)=NC[C@@H]1CC(C)C	18	5	2.3	-4	9	0	-4	14	9
COC(=O)/C(C#N)=C/c1ccc(N2CCOCC2)c([N+](=O)[O-])c1	10	-3	1.7	-2	-10	-1	2	13	-7
Cc1ccccc1OCC(=O)OCC(=O)Nc1ccc(N2CCOCC2)cc1	6	4	0.7	2	5	-1	-4	0	-4
COc1ccc2oc(C(=O)N(CC(C)C)C3CCS(=O)(=O)C3)c(C)c2c1 (stereo not given)	25	0	-1.1	-5	7	1	4	12	28
COc1cc(C(=O)N[C@@H](Cc2c[nH]c3ccccc23)C(=O)O)cc(OC)c1OC	5	5	-0.1	0	-10	0	0	-4	3
Cc1ccc(Nc2ncccc2C(N)=O)cc1[N+](=O)[O-]	9	43*	-3.0	1	24	-40	-2	25	56*
COc1ccc(C2(CNC(=O)c3ccccc3[N+](=O)[O-])CCOCC2)cc1	-5	6	-1.0	2	-7	-2	-4	4	1
CC(C)NC(=S)N/N=C/c1sc(N2CCCCC2)nc1-c1cccs1	2	50*	1.9	-2	53*	-2	-1	-14	47
COC(=O)c1nc(NC(=O)C(C)C)n[nH]1	27	19	0.7	-1	12	4	4	12	13
Cc1nnnn1-c1ccc(CC(=O)O)cc1	20	-9	-2.2	-3	-9	0	-2	5	2
CCC(=O)c1ccc(OCC(=O)Nc2ccccc2N2CCCCC2)cc1	24	11	2.2	-1	-15	2	6	6	8
Cc1ccc(N2C(=O)CC(N3CCSCC3)C2=O)c(C)c1 (stereo not given)	6	-8	0.7	2	-3	0	-5	-2	8
CCC/C(=N\NC(=O)c1cccc(C)c1)c1ccccc1	4	11	1.2	3	-1	-3	-3	2	8
COC(=O)c1cc(N2C(=O)C3C4C=CC(CC4)C3C2=O)ccc1Cl (stereo not given)	-6	17	-0.3	-4	-5	-2	1	8	3
COc1cc(C)nc(SCC(N)=O)n1	-5	-14	0.2	-1	-10	1	-4	13	10
O=C(NCc1ccco1)/C(=C/c1ccc(C(F)(F)F)cc1)c1nc2ccccc2[nH]1	4	16	0.1	-6	34	-3	-3	16	22
O=C(NCC(c1ccco1)N1CCCC1)c1cc(S(=O)(=O)N2CCOCC2)ccc1Cl (stereo not given)	14	-2	-0.1	-5	-2	0	-2	10	-4
N#Cc1ccc(-c2csc(NC(=O)c3ccc(N4C(=O)CCC4=O)cc3)n2)cc1	7	-14	2.0	1	6	0	-1	-16	-13
O=C(NCCCn1ccnc1)C(=O)c1cn(CC(=O)N2CCCCCC2)c2ccccc12	-5	-14	0.0	-1	1	-2	-5	-17	-1
O=C1CSc2ccc(C(=O)NCCc3ccc(Cl)cc3Cl)cc2N1	3	-5	2.0	3	-13	-4	2	-7	-2
Cc1cccc(CN2C(=O)[C@@H]3Cc4c([nH]c5ccccc45)C(C)(C)N3C2=O)c1	26	11	1.2	-8	15	-2	3	-90	27
Cc1ccc(N(CC(=O)NC(C)C)C(=O)CCC(=O)Nc2ccccn2)cc1	7	4	-0.6	1	10	0	-3	-1	20
Cc1ccc2nc(C)cc(C(=O)Nc3nccs3)c2c1	16	11	1.0	0	-21	4	-2	-6	7
CCOC(=O)c1c(-c2cccc(C)c2)csc1NC(=O)C1CC=CCC1C(=O)O (stereo not given)	0	0	0.8	-1	13	0	-5	7	8
N#Cc1ccc(CSc2ncccn2)cc1	24	-4	0.9	1	-3	1	-1	-1	-4
O=C(CN1C(=O)NC(c2ccccc2)(c2ccccc2)C1=O)NCCNCCO	7	-8	-0.7	-1	-12	-3	0	-7	-7
Cc1ccc(OCC(=O)N(Cc2ccco2)C2CCS(=O)(=O)C2)cc1C (stereo not given)	13	-8	-0.9	9	9	0	-1	4	4
O=C(Nc1ccccc1OC(F)F)c1cc2c(s1)CCC2	7	20	2.2	-2	24	-2	-3	7	4
O=C(Cn1cnc2ccccc21)N1CCc2ccccc21	12	-2	-3.0	-3	10	-1	-2	-4	-3
O=C(c1cc(-c2ccc(O)cc2)on1)N1CCCC1	23	3	-1.9	-2	14	-3	-1	9	22
C=CCOc1c(CNc2ncn[nH]2)cccc1OC	23	1	4.3	-3	1	0	-2	30	-3
CC1CN(C(=S)NC(=O)c2ccco2)CC(C)O1 (stereo not given)	9	8	2.8	1	6	-1	-1	17	-11
Oc1c(Cl)cc(Cl)cc1/C=N/Nc1ncc(Br)cn1	13	-1	-1.3	-4	12	-1	-3	7	-4
COC(=O)c1ccccc1NC(=O)Cc1nc(-c2ccccc2)sc1-c1ccc(C)cc1	10	1	3.6	-5	14	-3	-6	-2	22
CC(C)(CNC(=O)c1cc(Cl)c(O)c(Cl)c1)N1CCCCC1	13	10	0.0	-2	-16	0	-2	-5	-8
Cc1cccc(N2CCN(C(=O)n3ccnc3)CC2)c1C	10	-3	0.1	3	28	0	2	7	20
CC(C)(C)NC(=O)CN(C(=O)c1ccc(CN2CCOCC2)o1)c1ccc2c(c1)OCCO2	-5	-12	-2.2	1	19	0	-2	20	1
COc1ccc(-n2nnnc2SCc2nc3ccccc3s2)cc1	39	6	-13	-3	3	1	-4	10	32
COc1ccc(C(=O)NC2=Nc3ccccc3N=C(C)C2c2ccccc2)cc1 (stereo not given)	10	14	6.1	-1	6	1	-1	9	16
CCN(CC)CCCN1C(=O)C(O)=C(C(=O)c2ccc(C)o2)C1c1ccc(C)o1 (stereo not given)	4	-13	-0.5	-1	0	-1	-3	-3	5
O=C(c1cc(COc2ccc(F)cc2Cl)on1)N1CCc2sccc2C1	17	18	-0.4	-2	25	-4	-4	21	32
O=C(CCc1ccc(O)c(O)c1)N/N=C/c1cc2c(cc1[N+](=O)[O-])OCO2	21	-6	-1.2	-5	4	-1	10	-21	4
Cc1cc(N2CCOCC2)n2ncc(-c3ccccc3)c2n1	40	4	-0.7	-4	20	-2	-3	7	35
